KCNQ2 block: KCNQ2 channel blockers in CHO-K1 cells – cell-based, FluxOR thallium flux, B-score, primary screen (AID 2156) | O88943 | 20 min; active compounds read low | B-score at 10 µM | 310,000 tested, 1.1% active;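 active = fluorescence ratio B-score at most minus 3 library SDs, with starting brightness B-score within 2 library SDs, cut at about -5.5 in these data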
Target sequence (O88943 whole entry, looked up): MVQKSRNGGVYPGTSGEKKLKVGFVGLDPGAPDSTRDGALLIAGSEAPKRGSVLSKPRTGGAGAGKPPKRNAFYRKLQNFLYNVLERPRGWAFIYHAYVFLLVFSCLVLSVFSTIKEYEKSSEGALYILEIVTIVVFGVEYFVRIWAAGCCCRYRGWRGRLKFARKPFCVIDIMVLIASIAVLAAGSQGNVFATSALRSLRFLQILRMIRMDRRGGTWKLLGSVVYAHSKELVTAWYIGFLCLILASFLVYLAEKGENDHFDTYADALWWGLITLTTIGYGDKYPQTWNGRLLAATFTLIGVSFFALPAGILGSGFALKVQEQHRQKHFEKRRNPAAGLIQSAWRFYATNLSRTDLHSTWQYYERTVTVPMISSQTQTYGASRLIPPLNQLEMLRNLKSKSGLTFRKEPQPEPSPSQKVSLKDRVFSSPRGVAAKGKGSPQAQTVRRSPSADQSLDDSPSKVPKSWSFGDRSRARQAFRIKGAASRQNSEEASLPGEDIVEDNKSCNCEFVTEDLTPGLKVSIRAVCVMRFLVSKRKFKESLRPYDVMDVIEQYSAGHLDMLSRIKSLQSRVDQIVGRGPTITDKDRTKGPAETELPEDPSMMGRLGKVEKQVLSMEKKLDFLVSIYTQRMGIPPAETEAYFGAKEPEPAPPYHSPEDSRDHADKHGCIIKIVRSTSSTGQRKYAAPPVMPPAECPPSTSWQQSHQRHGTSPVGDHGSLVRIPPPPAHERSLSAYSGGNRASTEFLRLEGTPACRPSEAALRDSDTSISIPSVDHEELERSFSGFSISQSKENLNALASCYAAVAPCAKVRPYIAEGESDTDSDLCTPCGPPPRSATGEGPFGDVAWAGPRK
Kir21 inh: inhibitors of mouse Kir2.1 inward-rectifier potassium channel | P35561 | HEK293-Kir2.1, FluxOR thallium flux fluorescence; active compounds read low | B-score at 10 µM | 310,000 tested, 0.85% active | AID 1672;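 active = fluorescence ratio B-score at or below minus 3 SD of library scores, with starting-brightness B-score within 2 SD, cut at about -4.2 in these data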;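 also: channel flux triggered by added potassium and thallium sulfate stimulus; B-score of peak minus minimum fluorescence over baseline after thallium stimulus; more negative B-score means stronger Kir2.1 block with less thallium influx; some compounds called inactive have numbers as strong as hits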
* = called active by the depositor; i = inactive. Not a hit list. About 1.9% of those tested had a hit in this group.

Results follow in this order: Kir21 inh	KCNQ2 block
O=C(NC1CCCC1)c1ccc(CS(=O)(=O)c2ccc(Br)cc2)o1
→ 0.73	i
Cc1ccc(C(=O)/C=C/Nc2ccc3c(c2)OCO3)cc1
→ 0.9	i
CCOC(=O)CC1COCCN1C(=O)c1cc(COc2ccc(F)c(F)c2)on1 (stereo not drawn)
→ -0.43	i
C/C(=N\N1CCN(Cc2ccc(Cl)cc2)CC1)c1ccc(F)cc1
→ -0.22	i
Cc1ccc(NC(=O)C2C3C=CC4(O3)C2C(=O)N(CCCN2CCCC(C)C2)C4C(=O)NC2CCCCC2)cc1 (stereo not drawn)
→ -0.3	i
COc1cccc(NC(=O)c2cccc(C(=O)Nc3cccc(OC)c3)n2)c1
→ 0.84	i
Cn1c(=O)c2cn(-c3cccc4ccccc34)cc2n(C)c1=O
→ 1.3	i
Oc1ccccc1-c1nc(NCCN2CCOCC2)c2ccccc2n1
→ -0.26	-8.2*
CN(C)CCc1c[nH]c2ccc(Cn3cncn3)cc12
→ 1.2	i
CC(C(=O)Nc1ccccc1-c1ccccc1)N1CCN(Cc2ccccc2)CC1 (stereo not drawn)
→ -2.6	i
CCC(C)NC(=O)c1cc(C)no1 (stereo not drawn)
→ -0.46	i
O=C(CSC(=S)N1CCCC1)c1ccccc1
→ -2.2	i
CC(C)c1nc2cc(C(=O)N3CCN(c4cnccn4)CC3)ccc2o1
→ -1	i
Cc1cccc(CCNS(=O)(=O)c2ccc3c(c2)NC(=O)C(C)S3)c1 (stereo not drawn)
→ -0.16	i
COc1ccc(CCNC(=O)C(=O)NCC2CCCN2S(=O)(=O)c2cc(C)ccc2C)cc1 (stereo not drawn)
→ -1.3	i

Structures listed so far with a halogen, in the order listed:
Results follow in this order: Kir21 inh	KCNQ2 block
O=C(NC1CCCC1)c1ccc(CS(=O)(=O)c2ccc(Br)cc2)o1
→ 0.73	i
CCOC(=O)CC1COCCN1C(=O)c1cc(COc2ccc(F)c(F)c2)on1 (stereo not drawn)
→ -0.43	i
C/C(=N\N1CCN(Cc2ccc(Cl)cc2)CC1)c1ccc(F)cc1
→ -0.22	i

(continued)
Results follow in this order: Kir21 inh	KCNQ2 block
CCOC(=O)c1c(NC(=O)c2nc3n(n2)C(C(F)F)CC(C)N3)sc2c1CCCC2 (stereo not drawn)
→ -0.49	i
CN1CCc2nc(SCCOc3ccccc3)c(C#N)cc2C1
→ -0.33	i
COc1ccc(OCCSc2nnc3c(Cl)cc(Cl)cn23)cc1
→ -0.75	i
COc1cc(OC)c(NC(=O)c2cccc(F)c2)cc1Cl
→ -0.67	i
Cc1ccc2nc(/C(C#N)=C\c3ccc(N4CCCCC4)c([N+](=O)[O-])c3)[nH]c2c1
→ 0.24	i
COc1ccc(OC)c(Nc2nc(N)c([N+](=O)[O-])c(NC3CCCCC3)n2)c1
→ 0.06	i
O=[N+]([O-])c1ccc(N=Nc2c(O)[nH]c3ccc(F)cc23)cc1
→ -0.78	i
N#Cc1c(-c2ccccc2)cc(-c2ccc(O)cc2)nc1N
→ -0.09	i
Cc1ccc(CCNC(=O)CN(c2ccc(C)cc2)S(=O)(=O)c2c(C)noc2C)cc1
→ -0.03	i
COC(=O)c1ccc(C)c(NS(=O)(=O)c2ccc(OC)c(OC)c2)c1
→ 1.4	i
OCC1CCCN(c2nc(CN3CCCCC3)nc3scc(-c4ccccc4)c23)C1 (stereo not drawn)
→ -3.8	i
COCCn1c(SCc2ccccc2Cl)nc2c1c(=O)[nH]c(=O)n2C
→ -0.93	i
COc1ccccc1C(=O)Nc1nc2cc3c(cc2s1)OCCO3
→ -0.69	i
C=CCNC(=O)c1ccc(N(Cc2ccc(Cl)cc2)S(C)(=O)=O)cc1
→ -0.04	i
Cc1ccnc(NC(=O)CSc2ccccn2)c1
→ -2.7	i

KCNQ2 block: what is marked active above.
Results follow in this order: Kir21 inh	KCNQ2 block
Oc1ccccc1-c1nc(NCCN2CCOCC2)c2ccccc2n1
→ -0.26	-8.2*

Next section.
Results follow in this order: Kir21 inh	KCNQ2 block
Cc1cc(C)nc(SCc2ccc(Cl)cc2)n1
→ -1.3	i
Cc1cc(-n2cnc3c(=O)[nH]cnc32)ccc1N
→ -0.87	i
O=C(NNS(=O)(=O)c1ccc(C(F)(F)F)cc1)c1cnn(-c2ccccc2)c1C(F)(F)F
→ -0.61	i
Cc1ccc(-c2csc(NC(=S)NC(=O)c3cccs3)n2)cc1
→ 1.8	i
COc1ccc(-n2c(Cc3cccn3C)nnc2SCC(=O)Nc2ccccc2)cc1
→ 1.1	i
C=CCNCc1cccn1-c1sc2c(c1C#N)CCCC2
→ -2.1	i
CCCCN1C(=O)N(c2nnc(C(C)(C)C)s2)C(O)C1c1ccc(C)cc1 (stereo not drawn)
→ 0.15	i
O=C1CNC(=S)N1Cc1ccc(Cl)cc1
→ 1.1	i
O=C(Nc1nc(-c2cccs2)c(C(=O)C(F)(F)F)s1)c1ccccc1
→ 2.5	i
COc1ccccc1NC(=O)C(=O)Nc1ccccn1
→ -0.53	i
COc1cccc2c1cc1c(=O)n(CC(=O)N3CCC(C)CC3)nc(C)n12
→ -1.8	i
Cc1cccc(NC(=O)c2ccc3c(c2)OCCO3)c1C
→ -1	i
COc1cc(OC)cc(C(=O)Nc2ncc3c(n2)CC(C)(C)CC3=O)c1
→ -0.17	i
CCN1CCN(Cc2ccc(NC(=O)c3cc(NC(=O)c4cc5cccc(OC)c5o4)cc(OC)c3)cc2C(F)(F)F)CC1
→ 0	i
CCCCn1nc2cc(C(=O)NCC34CC5CC(CC(C5)C3)C4)ccc2c1OC
→ -1.4	i
COc1ccc(CNC(=O)CN(Cc2ccccc2OC)C(=O)c2csnn2)cc1
→ 0.3	i
COc1cc(/C=C2/NC(=O)N(CC(=O)Nc3ccc(C)cc3)C2=O)ccc1Oc1ccc([N+](=O)[O-])cn1
→ 1	i
COc1ccc(Cc2nnc(Nc3ccccc3)s2)cc1Br
→ 2	i
Cc1ccc(CNC(=O)CN2C(=O)COc3ccc(C)cc32)cc1
→ -0.96	i
CCCc1cc(=O)oc2c3c(cc(OCC(=O)N[C@@H](C)C(=O)O)c12)OC(C)(C)CC3
→ 1.5	i
Cc1ccc(S(=O)(=O)N2CCN(C(=O)N(C)C)CC2)cc1
→ -0.69	i
Cn1cc(CN2CCN(Cc3ccc4c(c3)OCO4)CC2)c(-c2ccccc2F)n1
→ 0.73	i
COc1ccccc1N1CCN(CC(O)COc2ccc3c(C)cc(=O)oc3c2)CC1 (stereo not drawn)
→ -1.6	i
COCCNC(=O)C(c1cccs1)N(C(=O)Cn1nnc2ccccc21)c1ccc(OC)cc1 (stereo not drawn)
→ -0.46	i
Cc1cc(N2CCN(C)CC2)nc2ccc(NC(=O)c3ccccc3F)cc12
→ 2.4	i
O=C(Nc1ccc2c(c1)OCO2)O[C@@H]1C[C@H]2CCCC(=O)N3CC[C@@H](C1)[C@@H]23
→ 0.57	i
CC(Sc1ccccc1)C(=O)NNC(=O)c1csc(N2CCOCC2)n1 (stereo not drawn)
→ 0.76	i
CCc1nnc2n1N=C(c1cccc([N+](=O)[O-])c1)CS2
→ 0.23	i
CC(C)c1nc2oc3c(NCc4cccnc4)ncnc3c2c2c1CCC2
→ -0.17	i
O=S(=O)(c1ccccc1)c1nc(-c2ccco2)oc1NCc1ccccc1
→ 1.2	i
CC(Sc1ccc(Cl)cc1)C(=O)Nc1ccc(S(=O)(=O)N2CCOCC2)cc1 (stereo not drawn)
→ 1.1	i
COc1ccc(/C=N/NC(=O)NC23CC4CC(CC(C4)C2)C3)c(OC)c1
→ 2.1	i
CCOC(=O)Cc1csc(NC(=O)CSc2nnc(-c3ccc(C)cc3)o2)n1
→ 0.77	i
COc1cc(/C=C/C(=O)OCC(=O)NCc2ccco2)ccc1O
→ 0.82	i
CCCc1cc(N2CCN(C(=O)c3ccco3)CC2)n2c(nc3ccccc32)c1C#N
→ -0.14	i
O=C(Nc1cccc(S(=O)(=O)C(F)F)c1)c1ccc(S(=O)(=O)N2CCCCC2)cc1
→ 0.71	i
Cc1cccc(N)c1SC1CCCCC1O (stereo not drawn)
→ -0.19	i
Cc1cc(Cl)ccc1OCCCC(=O)N/N=C/c1cccc([N+](=O)[O-])c1
→ -0.64	i
Cc1ccc(CC(=O)Nc2ccc(S(=O)(=O)Nc3nccc(C)n3)cc2)cc1
→ 2.5	i
O=C(NCc1cccnc1)c1cc(S(=O)(=O)N2CCCCC2)ccc1Cl
→ 0.83	i
CN(C)C(CNC(=O)c1cccc(C(F)(F)F)c1)c1ccco1 (stereo not drawn)
→ 1.2	i
CC1CN(C(=S)Nc2ccccc2)CC(C)O1 (stereo not drawn)
→ 0.53	i
O=C(NCCN1CCOCC1)c1ccc2c(c1)N(Cc1cccc(F)c1)C(=O)c1ccccc1S2
→ 0.56	i
CCc1ccc2c(c1)c1nc(C)sc1n2CC
→ -0.01	i
CCc1ccc(N=CC23c4ccccc4C(c4ccccc42)C2C(=O)N(c4ccc(OC)cc4)C(=O)C23)cc1 (stereo not drawn)
→ -0.3	i
O=C(NCC(=O)N1CCC2(CC1)NCCc1[nH]cnc12)c1cccc(Cl)c1
→ 0.55	i
O=C(CCS(=O)(=O)c1cccs1)Nc1ccc(C(=O)NC2CCCC2)cc1
→ 0.44	i
Nn1c(SCC(=O)Nc2ccccc2F)nnc1-c1cccs1
→ -1	i
CN(C)CCCOc1cccc(Cl)c1
→ 0.12	i
CC1=NN(C(=O)Cn2ccc([N+](=O)[O-])n2)C(O)(C(F)(F)F)C1 (stereo not drawn)
→ -0.31	i
CC(C)c1ccccc1-n1c(SCC(=O)N2CCN(c3ccccc3)CC2)nnc1-c1cccnc1
→ -2.8	i
CCC(C)C(NC(=O)[C@@H](NC(=O)c1ccccc1F)C(C)C)C(=O)OC (stereo partly drawn)
→ 0.04	i
O=C(NCC1CCCO1)c1csc(Nc2cccc3ccccc23)n1 (stereo not drawn)
→ 2.3	i
COc1c(Cl)ccc(Cl)c1C(=O)NC(=O)N1CCOCC1
→ -1.9	i
COc1ccccc1C(=O)NCCN1CCN(C(=O)c2ccccc2OC)CC1
→ -0.13	i
Cc1cc(C)nc(N2CCN(c3nc(C)cc(C)n3)CC2)n1
→ 0.61	i
N/C(Cc1cccc2ccccc12)=N\OC(=O)c1ccccc1F
→ -0.02	i
O=C(O)CCc1nn2c3ccccc3n(CCN3CCCCC3)c2nc1=O
→ -0.85	i
COc1ccc(N2CCN(c3nc4cc(C)ccc4cc3C=O)CC2)cc1
→ 1.1	i
CN(C)C(=O)CSc1nnc(-c2ccc(S(=O)(=O)N3CCCC3)cc2)n1C
→ 1.2	i

Later entries.
Results follow in this order: Kir21 inh	KCNQ2 block
O=C(NC(=S)Nc1ccccc1N1CCCCC1)c1ccc(-c2cccc([N+](=O)[O-])c2)o1
→ 0.59	i
Cc1ccc(OC(=O)c2cccc(S(=O)(=O)N3CCCC3)c2)c(-n2nc3ccccc3n2)c1
→ -0.52	i
Cc1ccc(NC(=O)Nc2ccc(Cl)cc2)c(Br)c1
→ 0.01	i
CCCc1cc(-n2cnc3ccccc32)n2c(nc3ccccc32)c1C#N
→ -0.74	i
COc1ccc(S(=O)(=O)N2CCN(C(=O)NCc3ccc(C)cc3)CC2)cc1
→ 0.04	i
COC(=O)c1ccc(N2CCN(S(=O)(=O)c3c(C)cc(C)cc3C)CC2)c([N+](=O)[O-])c1
→ -0.67	i
C=CCc1cc(C)ccc1OCCCn1ccnc1
→ 0.46	i
CC(=O)N1CCN(C(=O)c2ccc(OC3CCN(Cc4ccccn4)CC3)cc2)CC1
→ -1.1	i
C/C(CC(=O)Nc1cc(C)ccn1)=N\NC(=O)C(=O)Nc1cccc(C)c1
→ 0.57	i
CCCCCC(=O)N(O)C1CC(=O)N(c2ccccc2)C1=O (stereo not drawn)
→ -0.63	i
C#CCNc1c2c(nc3nnnn13)CCCC2
→ 0.28	i
CC(OC(=O)Cc1c(F)cccc1Cl)C(=O)NC1(C#N)CCCCC1 (stereo not drawn)
→ -0.59	i
CCCCn1c(CCCNC(=O)CC)nc2ccccc21
→ 0.4	i
COc1cccc(NC(=O)Cn2c(SCC(=O)N3CCOCC3)nc3ccccc32)c1
→ -1.6	i
C=CCn1c(SCC(=O)Nc2ccc(OC)cc2)nnc1-c1cnccn1
→ -0.71	i
O=C(OCC#CCSc1nc2ccccc2o1)c1ccco1
→ 0.06	i
COc1ccc(Cl)cc1-c1nc(SCC(=O)NC(C)(C)C)n[nH]1
→ 1.5	i
O=C(NCc1cccnc1)C(=O)Nc1nccs1
→ -1.1	i
O=C(NCc1cccnc1)C1c2ccccc2C(=O)N1C1CCCCCCC1 (stereo not drawn)
→ -0.7	i
CC(=O)Nc1ccc(Nc2cc(C)c3ccccc3n2)cc1
→ -1.1	i
Cc1ccnc(NC(=O)CCS(=O)(=O)c2ccccc2)c1
→ -0.33	i
CN(C(=O)COC(=O)C1COc2ccccc2O1)c1c(N)n(Cc2ccccc2)c(=O)[nH]c1=O (stereo not drawn)
→ -0.97	i
Cc1csc(NC(=O)CSc2nnc(-c3ccc(Cl)cc3)n2N)n1
→ -0.96	i
Cc1ccc(S(=O)(=O)CC(=O)N2CCOCC2)cc1
→ -0.16	i

A stretch from the list above:
Results follow in this order: Kir21 inh	KCNQ2 block
O=C(OCC#CCSc1nc2ccccc2o1)c1ccco1
→ 0.06	i
COc1ccc(Cl)cc1-c1nc(SCC(=O)NC(C)(C)C)n[nH]1
→ 1.5	i

Compound activity deposited in PubChem BioAssay by Johns Hopkins Ion Channel Center.
